High-throughput results: PubChem BioAssay, several laboratories
RmlCD inh mix – mixture blocks RmlC and RmlD coupled enzyme activity; RmlC/RmlD coupled enzyme inhibition, 384-well mixture HTS; inhibition, % at 5.5 µM; actives 0.39% (n = 110,000); AID 1532; in the data active = inhibition above about 30%, passing the limit was not always enough; also: strong numbers were not always called active
RT RNaseH block – inhibitors of HIV-1 reverse transcriptase RNase H. inhibition, % at 10 µM. actives 1.9% (n = 65,000). RT-RNase H RNA/DNA duplex cleavage, fluorescence. P04585; in the data active = inhibition above about 50%
* hit, by the source's call; / = not tested or not shown; & = joins results of further samples. These rows are one share of the data; the hit share may differ from the screen's.

SMILES	RmlCD inh mix	RT RNaseH block
CCCCCCCCCCCCCCCC(O)C(N)CO (stereo not given)	1	-26
CCN(CCCCOC(=O)c1ccc(OC)c(OC)c1)C(C)Cc1ccc(OC)cc1 (stereo not given)	2	0
CC(C)NNC(=O)c1ccncc1	-4	/
COc1ccc(-c2oc3c(CC=C(C)C)c(O[C@@H]4O[C@H](CO)[C@@H](O)[C@H](O)[C@H]4O)cc(O)c3c(=O)c2O[C@@H]2O[C@@H](C)[C@H](O)[C@@H](O)[C@H]2O)cc1	-12	/
CN(C)CC/C=C1/c2ccccc2COc2ccc(CC(=O)O)cc21	-12	/
COc1ccc(C(=O)c2ccccc2)c(O)c1	-7	-25
CCCC(=O)O[C@]1(C(=O)CCl)[C@@H](C)C[C@H]2[C@@H]3CCC4=CC(=O)C=C[C@]4(C)[C@@]3(F)C(=O)C[C@@]21C	-6	17
Cc1scc2c1N(C(=O)CN1CCN(C)CC1)c1ccccc1NC2=O	-10	/
CCCOc1ccc2nc(NC(=O)OC)[nH]c2c1	/	-9
N=c1nc(N2CCCCC2)cc(N)n1O	3&3	-16
CCN(CC)CC1CCCCN1CC(=O)N1c2ccccc2C(=O)Nc2cccnc21 (stereo not given)	-9	/
COc1cc(C2Oc3cc(C4Oc5cc(O)cc(O)c5C(=O)C4O)ccc3OC2CO)ccc1O (stereo not given)	-4	2
CC(C)(C)NCC(O)COc1cccc2c1C[C@H](O)[C@H](O)C2 (stereo not given in full)	-2	-7
CCCCN(CCCC)CCCOC(=O)c1ccc(N)cc1	-12	-2
Cc1cc(=O)oc2cc(O)ccc12	84*	/
CC1(C)O[C@@H]2C[C@H]3[C@@H]4C[C@H](F)C5=CC(=O)C=C[C@]5(C)[C@@]4(F)[C@@H](O)C[C@]3(C)[C@]2(C(=O)CO)O1	-18	-4
CN(C)CCCSc1ccccc1NC(=O)/C=C/c1ccccc1	-8	/
CCCC(=O)O[C@]1(C(=O)COC(C)=O)CC[C@H]2[C@@H]3C[C@H](F)C4=CC(=O)C=C[C@]4(C)[C@@]3(F)[C@@H](O)C[C@@]21C	-10	5
COc1cc(N)c(Cl)cc1C(=O)N[C@@H]1CCN(CCCOc2ccc(F)cc2)C[C@@H]1OC	-13	/

In another format: results already given
| smiles | RmlCD inh mix | RT RNaseH block |
| --- | --- | --- |
| CCCC(=O)O[C@]1(C(=O)CCl)[C@@H](C)C[C@H]2[C@@H]3CCC4=CC(=O)C=C[C@]4(C)[C@@]3(F)C(=O)C[C@@]21C | -6 | 17 |
| Cc1scc2c1N(C(=O)CN1CCN(C)CC1)c1ccccc1NC2=O | -10 | / |
| CCCOc1ccc2nc(NC(=O)OC)[nH]c2c1 | / | -9 |
| N=c1nc(N2CCCCC2)cc(N)n1O | 3&3 | -16 |
| CCN(CC)CC1CCCCN1CC(=O)N1c2ccccc2C(=O)Nc2cccnc21 (stereo not given) | -9 | / |
| COc1cc(C2Oc3cc(C4Oc5cc(O)cc(O)c5C(=O)C4O)ccc3OC2CO)ccc1O (stereo not given) | -4 | 2 |

Whole records, looked up by structure. Screens in order: RmlCD inh mix	RT RNaseH block
CC1(C)O[C@@H]2C[C@H]3[C@@H]4C[C@H](F)C5=CC(=O)C=C[C@]5(C)[C@@]4(F)[C@@H](O)C[C@]3(C)[C@]2(C(=O)CO)O1 is listed as -18	-4
N=c1nc(N2CCCCC2)cc(N)n1O is listed as 3&3	-16
